Growth percent in the NCI-60 one-dose screen (48 h, 10 µM unless noted): 100 = growth as untreated, 0 = no growth, -100 = all killed.
BT-549 – BT-549 breast cancer; 78,000 tested, 4.4% active; AID 1794793
UACC-257 – UACC-257 melanoma; 78,000 tested, 4.4% active
T-47D – T-47D breast cancer. 79,000 tested, 5% active. AID 1794792
UACC-62 – UACC-62 melanoma. 81,000 tested, 5.4% active
MALME-3M – MALME-3M melanoma. 78,000 tested, 5.8% active. AID 1794766
SK-MEL-2 – SK-MEL-2 melanoma | 77,000 tested, 4.7% active
LOX IMVI – LOX IMVI melanoma | 79,000 tested, 7.4% active
HS 578T – HS 578T breast cancer; 78,000 tested, 4.1% active; AID 1794788
* marks the source's active call; other numbers are inactive results; & = joins results of further samples; [ ] = remark or other dose. Rule for the calls: active = growth percent below 10; inactive = the rest. An unsorted share of the library; any-hit rate near 11%.

`COc1cc2cc3c(nc2cc1OC)CCN3Cc1ccc(NC(=O)Nc2cc(C(F)(F)F)cc(C(F)(F)F)c2)cc1` gave BT-549 106.1, UACC-257 89.0, T-47D 71.5, UACC-62 80.7, MALME-3M 92.1, SK-MEL-2 80.2, LOX IMVI 75.4 and HS 578T 77.4.
`Cc1ccc(S(=O)(=O)c2nc(S(=O)(=O)c3ccc(C)cc3)c(N3CCN(C)CC3)s2)cc1` gave BT-549 43.4, UACC-257 85.8, T-47D 38.0, UACC-62 48.0, MALME-3M 73.5, SK-MEL-2 49.4, LOX IMVI 30.4 and HS 578T 81.1.
CC(C)N(CCOC(=O)Nc1cccc(Cl)c1)C(C)C was read as BT-549 81.8, UACC-257 104.1, T-47D 97.5, UACC-62 99.2, MALME-3M 108.2, SK-MEL-2 84.4, LOX IMVI 101.0 and HS 578T 109.9.
For Cc1cc(NCCN(C(C)C)C(C)C)nc(/N=C(\N)Nc2ccc(Cl)c(C(F)(F)F)c2)n1 the results were BT-549 -64.6*, UACC-257 -95.3*, T-47D -54.3*, UACC-62 -91.6*, MALME-3M -74.5*, SK-MEL-2 -89.4*, LOX IMVI -70.6* and HS 578T -48.5*.
Screening COc1cc(N2C(=O)[C@H](Cl)C2c2ccc(SC)cc2)cc(OC)c1OC (some centres not stated) returned BT-549 -9.3*, UACC-257 27.3, T-47D 49.1, UACC-62 29.5, MALME-3M 78.4, SK-MEL-2 44.6, LOX IMVI 20.3 and HS 578T 25.1.
For Cc1ccc2nc(NC(=O)CSc3nc4c(c(=O)n3-c3ccccc3)SCC4)sc2c1 the results were BT-549 121.7, UACC-257 106.6, T-47D 101.9, UACC-62 98.0, MALME-3M 115.6, SK-MEL-2 92.2, LOX IMVI 107.6 and HS 578T 107.5.
`C#CCNC(=O)[C@]12CCC(C)(C)C[C@H]1C1=CC[C@@H]3[C@@](C)(CCC#N)[C@H](C(=C)C)CC[C@@]3(C)[C@]1(C)CC2` gave BT-549 75.6, UACC-257 54.4, T-47D 28.0, UACC-62 52.1, MALME-3M 75.9, SK-MEL-2 57.2, LOX IMVI -53.1* and HS 578T 79.4.
Screening COc1ccccc1NC(=O)N(O)C1(C#N)CCCCC1 returned BT-549 104.3, UACC-257 99.3, T-47D 111.8, UACC-62 98.5, SK-MEL-2 106.8, LOX IMVI 103.5 and HS 578T 94.3.
CC1=C2C(=C[C@@](C)(COS(N)(=O)=O)[C@@H]2O)C(=O)[C@](C)(O)C12CC2 was read as BT-549 60.2, UACC-257 89.3, T-47D 71.8, UACC-62 62.1, MALME-3M 88.3, SK-MEL-2 41.2, LOX IMVI 77.0 and HS 578T 104.0.
`CC(=O)Oc1cc2c(cc1[N+](=O)[O-])OCO2` gave BT-549 89.2, UACC-257 77.9, T-47D 81.4, MALME-3M 100.5, SK-MEL-2 98.1, LOX IMVI 97.0 and HS 578T 98.0.
CC1(C)CC(=O)c2c(ccc(C(=O)C[C@@H](N)CO)c2N)O1 was read as BT-549 -4.3*, UACC-257 16.6, T-47D 29.5, UACC-62 -9.4*, MALME-3M 51.2, SK-MEL-2 9.1*, LOX IMVI -59.0* and HS 578T 84.7.
`O=C(NCCc1nccs1)c1cnc2c(S)cccc2c1` gave BT-549 48.1, UACC-257 17.7, T-47D 10.8, UACC-62 -6.5*, MALME-3M 40.1, SK-MEL-2 22.6, LOX IMVI 2.4* and HS 578T 21.5.
For CSc1nc(N)nc2nc(C)cc(C)c12 the results were BT-549 102.4, UACC-257 99.4, T-47D 96.8, UACC-62 89.9, MALME-3M 99.9, SK-MEL-2 101.7, LOX IMVI 99.3 and HS 578T 99.2.
`Cc1c(/C=C(\C#N)c2ccc([N+](=O)[O-])cc2)c(=O)n(-c2ccccc2)n1C` gave BT-549 100.0&113.3, UACC-257 91.5&93.0, T-47D 94.5&89.9, UACC-62 103.1&98.5, MALME-3M 100.3, SK-MEL-2 106.1&103.6, LOX IMVI 102.6&95.4 and HS 578T 95.5&97.6.
For COc1ccc(C(=S)N2CCN(c3ccccc3)CC2)cc1 the results were BT-549 106.7, UACC-257 117.0, T-47D 94.0, UACC-62 90.5, MALME-3M 105.9, SK-MEL-2 98.3, LOX IMVI 94.2 and HS 578T 106.0.
`CN1C=CC(C(C(N)=O)c2ccccc2)c2ccccc21` (configuration not stated) gave BT-549 112.7, UACC-257 89.7, T-47D 102.0, UACC-62 108.2, MALME-3M 105.5, SK-MEL-2 109.6, LOX IMVI 101.4 and HS 578T 94.8.
`CC(C)(C)c1[nH]nc(Nc2ccccc2)c1C#N` gave BT-549 113.2, UACC-257 98.2, T-47D 93.3, UACC-62 94.4, MALME-3M 100.8, SK-MEL-2 89.5, LOX IMVI 105.4 and HS 578T 101.1.
Screening CN1CCN(c2ccc(N3Cc4ccccc4OC4=C3C(=O)c3c(O)ccc(O)c3C4=O)cn2)CC1 returned BT-549 -78.8*, UACC-257 -88.9*, T-47D -32.7*, UACC-62 -59.9*, MALME-3M -84.2*, SK-MEL-2 -36.8*, LOX IMVI -71.4* and HS 578T 23.5.
CC[C@]12C=CCN3CC[C@@]4(c5cc([C@@H]6CCC(=O)N6)c(OC)cc5N(C)[C@H]4[C@@](O)(C(=O)OC)[C@@H]1OC(C)=O)[C@@H]32 was read as BT-549 105.0, UACC-257 89.0, T-47D 92.3, UACC-62 101.8, MALME-3M 112.2, SK-MEL-2 98.2, LOX IMVI 102.8 and HS 578T 97.3.
Screening O=C1/C(=C\c2ccccc2)CN(C(=O)c2ccccc2)C/C1=C\c1ccccc1 returned BT-549 2.1*, UACC-257 4.5*, T-47D 48.7, UACC-62 -1.9*, MALME-3M -37.5*, SK-MEL-2 58.6, LOX IMVI -80.3* and HS 578T -14.8*.

Entries shown so far containing a CF3 group:
`COc1cc2cc3c(nc2cc1OC)CCN3Cc1ccc(NC(=O)Nc2cc(C(F)(F)F)cc(C(F)(F)F)c2)cc1` gave BT-549 106.1, UACC-257 89.0, T-47D 71.5, UACC-62 80.7, MALME-3M 92.1, SK-MEL-2 80.2, LOX IMVI 75.4 and HS 578T 77.4.
For Cc1cc(NCCN(C(C)C)C(C)C)nc(/N=C(\N)Nc2ccc(Cl)c(C(F)(F)F)c2)n1 the results were BT-549 -64.6*, UACC-257 -95.3*, T-47D -54.3*, UACC-62 -91.6*, MALME-3M -74.5*, SK-MEL-2 -89.4*, LOX IMVI -70.6* and HS 578T -48.5*.

(continued)
c1ccc2c([C@@H]3CCCC[C@H](c4c[nH]c5ccccc45)c4c3[nH]c3ccccc43)c[nH]c2c1 was read as BT-549 83.5, UACC-257 90.8, T-47D 45.9, UACC-62 57.1, MALME-3M 71.1, SK-MEL-2 78.3, LOX IMVI 49.8 and HS 578T 89.2.
O=C(CCl)OCc1ccc([N+](=O)[O-])o1 was read as BT-549 99.8, UACC-257 94.6, T-47D 101.0, UACC-62 106.7, MALME-3M 111.7, SK-MEL-2 96.3 and LOX IMVI 98.0.
Screening N[C@@H](C[C@H]1CO1)C(=O)O returned BT-549 110.0[20 µM], UACC-257 109.7[20 µM], T-47D 100.1[20 µM], UACC-62 94.4[20 µM], MALME-3M 100.1[20 µM], SK-MEL-2 108.7[20 µM], LOX IMVI 96.9[20 µM] and HS 578T 113.9[20 µM].
C#CCC(C)(O)/C=C/C1=C(C)CCCC1(C)C (configuration not stated) was read as BT-549 87.6, UACC-257 76.4, T-47D 83.0, MALME-3M 90.0, SK-MEL-2 97.4, LOX IMVI 96.4 and HS 578T 108.0.
For COc1cccc(-c2nc(N)nc(N)n2)c1O the results were BT-549 108.3, UACC-257 88.2, T-47D 99.4, UACC-62 97.1, MALME-3M 108.5, SK-MEL-2 103.6, LOX IMVI 99.2 and HS 578T 93.7.
Screening CC(=O)Nc1ccc([N+](=O)[O-])cc1C returned BT-549 107.3, UACC-257 99.9, T-47D 91.4, UACC-62 90.5, MALME-3M 105.6, SK-MEL-2 101.0, LOX IMVI 93.3 and HS 578T 99.1.
Screening COc1cccc(/C=N\Nc2ccc([N+](=O)[O-])cn2)c1O returned BT-549 71.8, UACC-257 16.2, T-47D 30.1, UACC-62 54.7, MALME-3M 60.9, SK-MEL-2 77.1, LOX IMVI 36.9 and HS 578T 63.9.
Screening N=C(N)c1ccc(N=Nc2ccc(N)cc2N)cc1 returned BT-549 106.5, UACC-257 103.9, T-47D 97.6, UACC-62 91.8, MALME-3M 102.9, SK-MEL-2 112.2 and HS 578T 95.4.
For O=[N+]([O-])c1ccc(O)c(CNCc2ccccc2)c1 the results were BT-549 94.2, UACC-257 104.6, T-47D 95.6, UACC-62 92.0, SK-MEL-2 97.7, LOX IMVI 90.1 and HS 578T 95.2.
For COc1cc(/C=C2\Oc3cc(OCCN4CCCC4)ccc3C2=O)cc(OC)c1 the results were BT-549 94.0, UACC-62 89.0, MALME-3M 97.9, SK-MEL-2 96.3, LOX IMVI 86.1 and HS 578T 86.7.
`O=C(Cc1cccc2c(=O)cc(-c3ccccc3)oc12)OCCN1CCOCC1` gave BT-549 117.5, T-47D 101.1, UACC-62 102.0, MALME-3M 103.1, SK-MEL-2 112.7, LOX IMVI 98.0 and HS 578T 108.3.
For COc1ccc(CNC(=O)CCc2nc3sc4c(c3c(=O)[nH]2)CCC4)cc1OC the results were BT-549 105.9, UACC-257 98.3, T-47D 90.2, UACC-62 90.2, MALME-3M 102.7, SK-MEL-2 101.4, LOX IMVI 95.0 and HS 578T 98.7.
Screening Cc1nnc(/N=C2\NC(=O)/C(=C/C=C/c3ccccc3)S2)s1 returned BT-549 52.2, UACC-257 75.3, T-47D 53.8, UACC-62 46.1, MALME-3M 54.1, SK-MEL-2 57.7, LOX IMVI 44.3 and HS 578T 71.7.
`Oc1c(Cl)c2ccccc2c2ccccc12` gave BT-549 95.8, UACC-257 103.2, T-47D 122.1, UACC-62 107.4, MALME-3M 123.2, SK-MEL-2 96.9 and LOX IMVI 98.0.
Screening O=[N+]([O-])c1cccc(-c2nnc(CSc3nnc(-c4ccccc4O)o3)o2)c1 returned BT-549 107.2, UACC-257 108.8, T-47D 101.3, UACC-62 104.4, MALME-3M 118.0, SK-MEL-2 117.8, LOX IMVI 102.9 and HS 578T 106.9.
For NS(=O)(=O)c1ccc(NC(=S)/N=C\C(C(=O)c2ccccc2)=C(\O)c2ccccc2)cc1 the results were BT-549 100.3, UACC-257 88.4, T-47D 90.7, UACC-62 100.7, SK-MEL-2 100.8, LOX IMVI 99.6 and HS 578T 97.5.
Screening Cc1nc2ccccc2c(/C=C/c2ccc(Cl)cc2)c1C(=O)/C=C/c1ccc(F)cc1 returned BT-549 13.9, UACC-257 15.0, T-47D 17.7, UACC-62 0.7*, MALME-3M -6.3*, SK-MEL-2 3.9*, LOX IMVI -90.3* and HS 578T 8.5*.
CCN1C(=O)N(CC)C2C1NN=c1s/c(=C\c3ccc(C(F)(F)F)cc3)c(=O)n12 (configuration not stated) was read as BT-549 9.7*, UACC-257 48.9, T-47D 64.7, UACC-62 30.9, MALME-3M 49.5, SK-MEL-2 56.1, LOX IMVI 17.4 and HS 578T 18.4.
O=C(Nc1ccccn1)c1ccccc1 was read as BT-549 111.1, UACC-257 104.6, T-47D 106.0, UACC-62 91.0, MALME-3M 109.9, SK-MEL-2 109.4, LOX IMVI 103.3 and HS 578T 111.7.
Screening CC(C)c1ccc(-n2c(=S)[nH]c3sc4cc(O)ccc4c3c2=O)cc1 returned BT-549 91.4, UACC-257 110.5, T-47D 105.4, UACC-62 93.6, MALME-3M 87.1, SK-MEL-2 121.1, LOX IMVI 96.9 and HS 578T 92.4.
Screening OCCNc1nc(Nc2ccc(Cl)c(Cl)c2)nc2ccccc12 returned BT-549 77.8, UACC-257 57.9, T-47D 67.9, UACC-62 57.1, MALME-3M 31.1, SK-MEL-2 64.1, LOX IMVI 34.1 and HS 578T 53.3.
Screening CO[C@@H]1CSSC1Cn1nc(-c2ccc(Oc3ccccc3)cc2)c2c(N)ncnc21 (some centres not stated) returned BT-549 35.5, UACC-257 10.9, T-47D 7.4*, UACC-62 -53.9*, MALME-3M 8.6*, SK-MEL-2 27.2, LOX IMVI 39.4 and HS 578T 61.6.
For Cc1ccc(S(=O)(=O)OCCN(CCOS(=O)(=O)c2ccc(C)cc2)c2ccc(F)cc2)cc1 the results were BT-549 100.3, UACC-257 79.7, T-47D 97.0, UACC-62 99.3, MALME-3M 110.4, SK-MEL-2 112.7, LOX IMVI 105.6 and HS 578T 87.5.

Part of the list above in order of heavy-atom count, ascending:
O=C(CCl)OCc1ccc([N+](=O)[O-])o1 was read as BT-549 99.8, UACC-257 94.6, T-47D 101.0, UACC-62 106.7, MALME-3M 111.7, SK-MEL-2 96.3 and LOX IMVI 98.0.
C#CCC(C)(O)/C=C/C1=C(C)CCCC1(C)C (configuration not stated) was read as BT-549 87.6, UACC-257 76.4, T-47D 83.0, MALME-3M 90.0, SK-MEL-2 97.4, LOX IMVI 96.4 and HS 578T 108.0.
For COc1cc(/C=C2\Oc3cc(OCCN4CCCC4)ccc3C2=O)cc(OC)c1 the results were BT-549 94.0, UACC-62 89.0, MALME-3M 97.9, SK-MEL-2 96.3, LOX IMVI 86.1 and HS 578T 86.7.
c1ccc2c([C@@H]3CCCC[C@H](c4c[nH]c5ccccc45)c4c3[nH]c3ccccc43)c[nH]c2c1 was read as BT-549 83.5, UACC-257 90.8, T-47D 45.9, UACC-62 57.1, MALME-3M 71.1, SK-MEL-2 78.3, LOX IMVI 49.8 and HS 578T 89.2.

Screening results (PubChem BioAssay)
